Source: PubChem
TWEAK-Fn14 inh: blocks TWEAK-Fn14 interaction in a reporter cell assay; TWEAK-stimulated Fn14 reporter cells, luciferase luminescence, 8 h; AID 1159606; inhibition, % at 10 µM; 360,000 compounds, 2% hits; in the data active means inhibition above about 50%
C8 TRAIL sens: sensitizes caspase-8 expressing cells to TRAIL. NB7+C8 cells + TRAIL, ATPlite viability luminescence. inhibition (viability loss, TRAIL sensitization), % at 10 µM. 360,000 compounds, 1% hits;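 active means compounds causing at least 50% loss of cell viability in the single-dose screen, relative to plate controls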
NR2E3 ag-1: activates human NR2E3 receptor; Q9Y5X4; 360,000 compounds, 0.35% hits; CHO-S Gal4-NCOR/VP16-NR2E3 two-hybrid, luciferase; AID 602229; inhibition of corepressor binding, % at 3.98 µM;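 active means inhibition above the mean of all tested compounds plus 3 SD, cut at about 70% in these data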;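 further: 0% = DMSO with NR2E3 transfected cells and 100% = cells lacking NR2E3 construct; higher means lower luciferase signal from less NR2E3 corepressor binding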
Target sequence (Q9Y5X4 whole entry, looked up, the tested form may be a part): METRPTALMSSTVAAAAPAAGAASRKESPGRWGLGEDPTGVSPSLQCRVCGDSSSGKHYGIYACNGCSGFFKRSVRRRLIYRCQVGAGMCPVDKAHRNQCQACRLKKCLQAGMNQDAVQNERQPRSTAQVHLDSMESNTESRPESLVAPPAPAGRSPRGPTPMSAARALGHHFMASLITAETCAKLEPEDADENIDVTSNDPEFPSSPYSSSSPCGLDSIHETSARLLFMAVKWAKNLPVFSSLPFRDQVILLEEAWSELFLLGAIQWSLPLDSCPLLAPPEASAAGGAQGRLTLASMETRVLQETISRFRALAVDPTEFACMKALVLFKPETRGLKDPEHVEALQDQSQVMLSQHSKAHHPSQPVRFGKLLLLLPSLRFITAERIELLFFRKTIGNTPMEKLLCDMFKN
HIF-2a block: HIF-2a inhibition | inhibition, % at 18.8 µM | 786-0 RCC cells HIF-2a reporter, luciferase luminescence, overnight | 360,000 compounds, 0.72% hits;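 active means inhibition of the luminescence signal of 40% or more relative to plate controls, in a single-dose primary screen at 18.75 µM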
Peg3 prom inh: reduces Peg3 promoter-driven luciferase expression in HeLa | AID 588405 | 360,000 compounds, 1.7% hits | inhibition, % at 20 µM | HeLa PEG-Prom luciferase reporter, luminescence, overnight;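 active means inhibition of at least 50% at 20 µM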
TROY NFkB inh: TROY signaling inhibition. AID 1347056. inhibition, % at 10 µM. 360,000 compounds, 0.98% hits. Q293 LMP1-TROYcd NF-kB luciferase reporter, 4 h;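 active means compounds whose plate-normalised and pattern-corrected inhibition of the luciferase reporter signal at the single screening dose is 50% or more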
NR2E3 ag-2: NR2E3 (human) agonism; Q9Y5X4; GST-NR2E3/biotin-RetCOR TR-FRET, 1536-well; inhibition of corepressor binding, % at 4.78 µM; 320,000 compounds, 0.12% hits; AID 2300;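 active means percent inhibition above the cutoff of mean plus 3 SD of all tested compounds, set per screening campaign, cut at about 20% in these data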;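 further: 0% = DMSO wells and 100% = biotin wells as full block of FRET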
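Material: NR2E3–RetCOR corepressor complex / Amount: 1.35 nM GST-NR2E3 / Medium: Tris pH 7.5 / Compound: single nominal compound dose of 4.8 µM / Incubation: 5 h at 4 °C / Technique: TR-FRET, Eu(K)-anti-GST donor, streptavidin-D2 acceptor, ex 340, em 617/671 nm / Read-out basis: percent loss of FRET ratio relative to control wells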
Shn3 3UTR inh: inhibitors of Schnurri-3 3'UTR reporter in osteoblasts | Clone20 osteoblast Shn3 3'UTR firefly luciferase, 24 h | inhibition, % at 12.5 µM | 360,000 compounds, 0.52% hits;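 active means mean inhibition of at least 75% with every replicate also reaching 75%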;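 further: 0% = median of neutral control wells and 100% = pilot-screen positive control compound; some compounds past the cut are filed as inactive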
KKLEB cytotox: counter-screen for CF NF-kB inhibitors: cytotoxicity | KKLEB CF airway cells viability, ATPlite luminescence, overnight; active compounds read low; cells stimulated with P. aeruginosa culture filtrate | activity change (cytotoxicity), % at 5 µM | 360,000 compounds, 0.36% hits;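 active means corrected activity change at or below -50% at 5 µM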
CF NFkB inh: blocks PAF-induced NF-kB reporter in cystic fibrosis cells | KKLEB NF-kB-GFP reporter, GFP fluorescence overnight | 360,000 compounds, 0.86% hits | inhibition, % at 5 µM | AID 588850;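 active means at least 50% inhibition at 5 µM, scaled per plate between neutral and stimulator controls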;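 further: PAF is a Pseudomonas aeruginosa culture filtrate used as stimulus; plate controls were PAF-stimulated DMSO wells for no effect and unstimulated DMSO wells for full effect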
TRPM1 prom inh: reduces MITF-dependent TRPM1 promoter luciferase signal. SK-MEL-5 TRPM1 promoter luciferase, 24 h. inhibition, % at 12.5 µM. 330,000 compounds, 0.83% hits;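 active means mean inhibition across replicates of 60% or more, whatever share of single replicates reaches that level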; further: values of inactives mirror those of a sister screen read the other way
The depositor's hits bear a star; . = not tested or not shown.

SMILES	TWEAK-Fn14 inh	C8 TRAIL sens	NR2E3 ag-1	HIF-2a block	Peg3 prom inh	TROY NFkB inh	NR2E3 ag-2	Shn3 3UTR inh	KKLEB cytotox	CF NFkB inh	TRPM1 prom inh
COc1ccccc1CN=C1NC(=O)C(CC(=O)Nc2ccc(C(C)=O)cc2)S1 (stereo not given)	-2	-9	-18	5	8	-6	-1	-9	1	-6	-7
CC(=O)Nc1ccc(NC(=O)C2(C)Cc3c(-c4ccccc4)ccnc3O2)cc1 (stereo not given)	-21	4	-6	15	7	3	.	-10	-9	-8	.
CCSc1nsc(NC(=O)Nc2ccc(F)cc2F)n1	8	1	-102	-414	-175	10	5	-1	4	40	-69
O=C(CNc1cccc(S(=O)(=O)N2CCCC2)c1)Nc1cccc(F)c1	4	-18	5	0	6	10	5	3	-1	2	10
Cc1ccc(CNC(=O)C(N=C2NS(=O)(=O)c3ccccc32)C(C)C)cc1 (stereo not given)	2	1	6	9	14	-1	-3	-9	15	-1	-9
CC(C)NC(=O)c1nn2c(C(F)(F)F)cc(-c3ccco3)nc2c1Cl	10	-1	22	14	13	8	-2	-3	-2	-4	4
CSCCC(NC(=O)c1ccco1)C(=O)N1CCCCCCC1 (stereo not given)	-15	3	-20	6	0	4	2	6	16	-9	-8
CC(=O)N1CCN(c2ccc(NC(=O)c3cc4ccccc4o3)cc2)CC1	-19	-1	-6	-87	-65	-10	-1	2	1	-16	-5
O=C(CSc1nnc2ccccn12)Nc1ccc(S(=O)(=O)N2CCOCC2)cc1	6	-9	-32	2	11	11	1	-7	14	-1	-1
COCCN1CCN(C(=O)c2ccc3nc(Cc4ccc(OC)c(OC)c4)oc3c2)CC1	-7	12	70	-31	-8	20	4	75	-1	1	-2
O=c1c2ccccc2ncn1-c1cccc([N+](=O)[O-])c1	6	-2	9	2	8	1	3	5	0	7	8
Cc1ccc(C)c(N(CC(=O)NC2CCCC2)C(=O)c2csnn2)c1	14	0	-13	3	18	-15	1	8	12	-7	-5
COc1ccc(C)cc1Nc1n[n+](-c2ccccc2)c(-c2cc(OC)c(OC)cc2Br)s1	-1	-7	2	9	-4	10	-2	10	6	9	10
O=C(NCC1CCCO1)c1ccc(S(=O)(=O)Nc2ccccc2F)cc1 (stereo not given)	0	-1	-8	9	1	-9	-1	17	-1	13	9
O=C(Oc1ccc[nH]c1=O)c1cccc(Cl)c1	12	9	-32	6	4	-5	-3	16	-10	18	0
COc1cccc(N(C(=O)c2snc(C(N)=O)c2N)C(C(=O)NCc2ccccc2)c2ccc(O)cc2)c1 (stereo not given)	24	-15	-18	25	28	23	0	3	-2	-14	0
Cc1ccccc1NC(=O)CSc1nc(Nc2ccccc2)nc(N2CCOCC2)n1	-9	-5	2	35	24	-2	4	3	-19	24	-17
O=C(NCc1ccccc1)N1CCC(Cc2ccccc2)CC1	-18	-7	13	13	0	-4	0	17	-4	-4	-2
COCCNC(=O)/C(C#N)=C1\N=C(NC(=O)c2ccco2)c2ccccc21	-22	3	2	-12	4	-21	.	64	0	-33	.
COC(=O)[C@]12CCCCC=C1N(CCC1=CCCCC1)C(=O)[C@H](CC(=O)NCc1cccc3ccccc13)C2	4	18	-20	9	.	9	.	.	.	.	.
CC(C)c1csc(CN2CCC(CO)(Cc3cccc(F)c3)CC2)n1	2	5	-14	-23	1	-14	1	23	-6	7	-14
CCC(=O)OC1(C)C(=O)C=C2C=C(CCCC(=O)OC)OC=C2C1=O (stereo not given)	-13	-12	14	15	2	-3	4	-22	-2	-5	7
O=C(N/N=C/c1c[nH]c2ccccc12)c1cc(-c2ccc(-c3ccccc3)cc2)n[nH]1	67*	45	-59	-55	3	9	-1	-28	1	-4	0
Cc1cc(C)c(NC(=O)C2CCCN(S(=O)(=O)c3c(C)noc3/C=C/N(C)C)C2)c(C)c1 (stereo not given)	-8	2	-21	1	6	10	0	-2	8	-6	-9
Cc1ccc(C)c(OCCCC(=O)N2CCOCC2)c1	-11	5	-34	-65	-59	-2	1	-15	0	-2	-19

An excerpt from above in order of count of non-hydrogen atoms, lowest first.
SMILES	TWEAK-Fn14 inh	C8 TRAIL sens	NR2E3 ag-1	HIF-2a block	Peg3 prom inh	TROY NFkB inh	NR2E3 ag-2	Shn3 3UTR inh	KKLEB cytotox	CF NFkB inh	TRPM1 prom inh
O=C(Oc1ccc[nH]c1=O)c1cccc(Cl)c1	12	9	-32	6	4	-5	-3	16	-10	18	0
CCSc1nsc(NC(=O)Nc2ccc(F)cc2F)n1	8	1	-102	-414	-175	10	5	-1	4	40	-69
O=C(NCc1ccccc1)N1CCC(Cc2ccccc2)CC1	-18	-7	13	13	0	-4	0	17	-4	-4	-2
CC(C)NC(=O)c1nn2c(C(F)(F)F)cc(-c3ccco3)nc2c1Cl	10	-1	22	14	13	8	-2	-3	-2	-4	4
O=C(NCC1CCCO1)c1ccc(S(=O)(=O)Nc2ccccc2F)cc1 (stereo not given)	0	-1	-8	9	1	-9	-1	17	-1	13	9
Cc1ccc(CNC(=O)C(N=C2NS(=O)(=O)c3ccccc32)C(C)C)cc1 (stereo not given)	2	1	6	9	14	-1	-3	-9	15	-1	-9
O=C(CSc1nnc2ccccn12)Nc1ccc(S(=O)(=O)N2CCOCC2)cc1	6	-9	-32	2	11	11	1	-7	14	-1	-1
O=C(N/N=C/c1c[nH]c2ccccc12)c1cc(-c2ccc(-c3ccccc3)cc2)n[nH]1	67*	45	-59	-55	3	9	-1	-28	1	-4	0
COc1ccc(C)cc1Nc1n[n+](-c2ccccc2)c(-c2cc(OC)c(OC)cc2Br)s1	-1	-7	2	9	-4	10	-2	10	6	9	10
COc1cccc(N(C(=O)c2snc(C(N)=O)c2N)C(C(=O)NCc2ccccc2)c2ccc(O)cc2)c1 (stereo not given)	24	-15	-18	25	28	23	0	3	-2	-14	0
COC(=O)[C@]12CCCCC=C1N(CCC1=CCCCC1)C(=O)[C@H](CC(=O)NCc1cccc3ccccc13)C2	4	18	-20	9	.	9	.	.	.	.	.

More results follow.
SMILES	TWEAK-Fn14 inh	C8 TRAIL sens	NR2E3 ag-1	HIF-2a block	Peg3 prom inh	TROY NFkB inh	NR2E3 ag-2	Shn3 3UTR inh	KKLEB cytotox	CF NFkB inh	TRPM1 prom inh
CCOC(=O)C1=C(C)N=c2s/c(=C\c3ccc(O)c([N+](=O)[O-])c3)c(=O)n2C1c1ccccc1OC (stereo not given)	29	-2	6	19	53*	24	1	7	-6	45	12
Cc1cc2nnc(SC(C)C)n2c2ccccc12	15	24	-27	6	-13	.	0	3	-6	-1	-2
CCn1ncc(Br)c1C(=O)Nc1cc(C)cc(C)c1	8	-4	-33	7	0	-3	17	4	18	-24	4
COC(=O)c1ccc(-n2c(C)cc(C(=O)COC(=O)C3=COCCO3)c2C)cc1	-9	6	-24	-1	0	5	.	2	-8	7	2
Cc1nnc(SCCC(=O)Nc2ccccc2Cl)o1	1	-2	-6	2	-13	1	1	10	-3	-1	-1
CC1=C(C(=O)Nc2cccc(C(=O)NC(C)C)c2)SCCO1	-16	1	-2	8	6	-9	4	11	7	-13	3
CCOc1ccc(N2CC(C(=O)NCc3ccccc3)CC2=O)cc1 (stereo not given)	13	1	-45	5	6	7	-1	19	4	19	-1
O=C1OCCN1C(=O)[C@H]1[C@H](c2ccc([N+](=O)[O-])cc2)C(c2ccc(F)cc2)=NN1c1ccc(Br)cc1	14	-12	-43	-20	23	2	.	11	-15	6	24
N#Cc1ccc(COC(=O)c2ccc(N3CCCC3)c([N+](=O)[O-])c2)cc1	-7	-1	-13	-24	23	-17	-3	14	-1	-2	10
COc1ccc(C(=O)NC(=S)Nc2ccccc2N2CCOCC2)cc1[N+](=O)[O-]	-3	-2	10	9	17	8	4	19	-4	2	5
O=C(O)C1CCCNC1 (stereo not given)	-4	2	-13	-6	2	-14	1	-1	15	-12	.
O=C(O)c1ccccc1NC(=S)NC(NC(=O)c1ccccc1[N+](=O)[O-])C(Cl)(Cl)Cl (stereo not given)	3	6	-19	9	12	0	5	-4	2	5	7
CC(=O)OCCCCON1C(=O)c2ccccc2C1=O	-4	8	-44	-3	-4	5	6	-4	-1	-1	5
CCOC(=O)N1CCC(N(CCOC)C(=S)Nc2cccc(SC)c2)CC1	13	-1	8	14	17	-14	-2	27	-2	1	11
CCN1CCN(C(=O)CSc2cc(=O)n(CC)c3ccccc23)CC1	-10	-5	-9	-3	4	2	-3	10	3	-70	-5
C=CCn1c(=O)c(C(=O)NCCN(CC)CC)c(O)c2ccccc21	-8	7	17	15	0	9	1	0	6	9	6
COc1ccc(NS(=O)(=O)c2cccc(C(=O)NCC(c3ccccc3)N(C)C)c2)cc1 (stereo not given)	-3	-13	2	-8	8	2	-3	8	-7	-12	-6
CNC(=O)/C(C#N)=C/c1c(N2CCN(c3cccc(Cl)c3)CC2)nc2c(C)cccn2c1=O	-2	13	5	-1	21	-6	1	-8	4	-42	-1
O=C(NC(=S)NC1CCS(=O)(=O)C1)c1cccc([N+](=O)[O-])c1 (stereo not given)	-1	-2	24	11	13	13	-1	-5	4	1	2
Fc1ccccc1NC(=S)N/N=C/c1ccccc1Br	28	1	-33	-289	-256	35	1	-89	-6	-4	-56
CCC(=O)N1CCCC1(C)C(=O)Nc1cc(OC)ccc1OC (stereo not given)	-4	0	-31	10	2	3	.	0	8	-9	.
CN(CC(=O)NCC1CCCCC1)S(=O)(=O)c1ccc(Cl)cc1	12	-12	-20	10	6	-3	3	0	1	22	-6
Cc1ccc(Cl)cc1NC(=O)C1CC1c1ccccc1 (stereo not given)	-18	-2	-27	-17	4	-22	4	7	-15	13	-10
CCN(C(=O)COC(=O)C1CCN(S(=O)(=O)c2ccc3c(c2)OCCO3)CC1)C1CCS(=O)(=O)C1 (stereo not given)	5	-7	-4	12	10	-5	0	6	0	-18	0
CSCC[C@H](NC(=O)C1=NN(c2c(F)c(F)cc(F)c2F)C(=O)CC1)c1nc2ccccc2[nH]1	-7	5	-12	8	7	-4	0	-3	-16	10	-6
O=[N+]([O-])c1ccc(OCCCn2cncn2)cc1	3	8	-6	11	10	-5	0	7	-1	-11	-4

The list is partial; count on the stated rates, not on these rows.
